Source: PubChem (Broad Institute)
EWS-Fli block – inhibitors of EWS/Fli oncoprotein transcriptional activity; A673 NR0B1-luciferase reporter, viability-normalised; inhibition, % at 12.6 µM; 350,000 tested, 0.67% active; AID 651661;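 active = mean inhibition of at least 50% after viability correction, with every replicate also passing that limit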;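 note: firefly luciferase signal divided by Alamar Blue viability fluorescence both relative to DMSO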
LGR2 antag – inhibitors of bursicon-induced Drosophila LGR2 receptor cAMP signaling; HEK293 LGR2, CRE-luciferase, bursicon-stimulated, 4 h; inhibition, % at 9.99 µM; 380,000 tested, 0.35% active; AID 720647;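 active = drop in luminescence signal, shown as inhibition above about 50% in the replicate tests, limit read from the data, passing the limit was not always enough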;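 note: agonist challenge used bursicon conditioned medium at about half maximal strength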
PAX8 reporter – PAX8 transcriptional activity inhibition. inhibition, % at 12.6 µM. RMG-I TPO-luciferase reporter, SteadyGlo, 24 h. 360,000 tested, 1.2% active. AID 652154;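 active = mean replicate inhibition at least 60% with every replicate also reaching 60%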;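 note: luciferase light reporting Pax8 driven TPO promoter activity; plate controls were median of neutral control wells for no effect and mitoxantrone controls for full effect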
FN deposit inh – fibronectin deposition inhibition. AH1F fibroblasts, Alexa488-fibronectin deposition fluorescence, overnight. inhibition, % at 12.6 µM. 350,000 tested, 0.086% active;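 active = mean inhibition across replicates of 30% or more, regardless of how many single replicates reach that level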;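 note: positive control wells lacked labelled fibronectin entirely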
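Test system: AH1F fibroblast monolayer depositing Alexa488-labelled fibronectin into matrix. Input: 10000 cells per well. Technique: fluorescence, ex 485 nm, em 525 nm. Buffer or medium: DMEM plus 2% serum, read in PBS. Timing: 1 h cell adhesion before compound, then overnight fibronectin incubation. Compound: single dose, pinned. Read-out basis: inhibition from reduced deposited-fibronectin fluorescence.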
ERAP1 HTS inh – blocks human ERAP1 aminopeptidase activity | inhibition, % at 10.7 µM | recombinant ERAP1, Leu-AMC fluorescence, 60 min | Q9NZ08 | 340,000 tested, 0.15% active;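 active = mean replicate inhibition of at least 30%, or all replicates individually reaching that 30% level; inactive = mean below 30% and not every replicate reaching it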;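 note: 0% = neutral control wells and 100% = L-leucinethiol positive control wells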
Target sequence (Q9NZ08 whole entry, looked up): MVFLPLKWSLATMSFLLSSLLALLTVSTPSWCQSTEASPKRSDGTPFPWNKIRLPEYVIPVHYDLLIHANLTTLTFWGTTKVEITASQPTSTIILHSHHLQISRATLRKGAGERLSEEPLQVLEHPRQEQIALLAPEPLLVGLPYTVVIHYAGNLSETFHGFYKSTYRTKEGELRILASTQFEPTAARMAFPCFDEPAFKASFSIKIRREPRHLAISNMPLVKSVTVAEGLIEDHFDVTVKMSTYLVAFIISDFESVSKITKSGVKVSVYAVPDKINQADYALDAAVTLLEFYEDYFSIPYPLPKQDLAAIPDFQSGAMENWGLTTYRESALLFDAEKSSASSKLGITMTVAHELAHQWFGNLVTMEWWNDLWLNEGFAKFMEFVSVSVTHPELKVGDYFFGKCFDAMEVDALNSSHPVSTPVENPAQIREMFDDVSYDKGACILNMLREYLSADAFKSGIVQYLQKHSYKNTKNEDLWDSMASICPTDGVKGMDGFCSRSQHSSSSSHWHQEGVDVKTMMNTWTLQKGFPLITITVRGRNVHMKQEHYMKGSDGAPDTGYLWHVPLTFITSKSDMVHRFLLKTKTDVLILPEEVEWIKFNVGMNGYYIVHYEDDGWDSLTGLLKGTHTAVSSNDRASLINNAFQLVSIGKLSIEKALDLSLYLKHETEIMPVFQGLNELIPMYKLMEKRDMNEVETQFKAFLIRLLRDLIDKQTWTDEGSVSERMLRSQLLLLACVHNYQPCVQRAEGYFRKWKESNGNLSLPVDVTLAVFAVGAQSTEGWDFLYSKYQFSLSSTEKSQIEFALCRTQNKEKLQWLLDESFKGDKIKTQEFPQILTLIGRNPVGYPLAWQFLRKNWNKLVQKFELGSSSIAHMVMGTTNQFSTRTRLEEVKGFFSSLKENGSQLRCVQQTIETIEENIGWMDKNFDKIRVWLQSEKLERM
PGC1a acetyl inh – PGC1a acetylation modulation, inhibitor mode | AID 651687 | inhibition, % at 15.6 µM | U2OS PGC1a acetylation, AlphaScreen anti-acetyl-lysine; with virally co-expressed GCN5 acetyltransferase | 350,000 tested, 0.17% active;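 active = every replicate shows inhibition of at least 40%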;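 note: 0% = neutral control wells and 100% = positive control wells; some results beyond the cut were filed as inactive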
PglD DTNB – PglD (C. jejuni) enzyme inhibition; purified PglD enzyme, DTNB colorimetric CoA detection; inhibition, % at 12.5 µM; 360,000 tested, 0.098% active; in the data active = inhibition above about 16%, passing the limit was not always enough; note: strong numbers were not always called active
S100A4 inh HTS – blocks human S100A4 binding to myosin IIA peptide; P26447; S100A4/TAMRA-MyoIIA peptide fluorescence polarization; inhibition, % at 10.7 µM; 360,000 tested, 0.14% active;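 active = mean inhibition of at least 70% across replicates, with every replicate also reaching that level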
Target sequence (P26447 whole entry, looked up): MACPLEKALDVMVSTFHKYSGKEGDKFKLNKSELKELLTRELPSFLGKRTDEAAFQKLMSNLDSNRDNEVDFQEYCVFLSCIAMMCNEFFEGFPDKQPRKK
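incubation = readout 5 min after mixing, signal stable up to 60 min | system = S100A4 monomer protein | buffer or medium = HEPES pH 7.2 with CaCl2, KCl, NaCl, DTT, Triton | benchmarks = neutral control DMSO, positive control TFP | also added = fluorescent myosin IIA peptide, 5 nM | compound dosing = one concentration per compound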
Active calls of the source: *; . = not tested or not shown.

Results follow in this order: EWS-Fli block, LGR2 antag, PAX8 reporter, FN deposit inh, ERAP1 HTS inh, PGC1a acetyl inh, PglD DTNB, S100A4 inh HTS
1	CCN(c1ccccc1)S(=O)(=O)c1cccc(C(=O)NCc2ccccc2CN2CCOCC2)c1
→ 13, -7, 16, -1, 1, -15, ., -1
2	C=CC[C@H](OC(=O)Nc1ccc(SC)cc1)c1ccc(OCCO)cc1
→ -20, ., 2, ., 4, -10, 0, 4
3	O=C(OCC(=O)N1CCc2ccccc21)c1n[nH]c(=O)c2ccccc12
→ 3, -4, 9, 2, -2, -3, 0, 1
4	Cc1c(O)ccc2c(CN3CCN(Cc4ccccc4)CC3)cc(=O)oc12
→ -9, 14, 0, 4, -76, -5, -7, 2
5	CC(C)NC(=O)C1CCN(Cc2cccc(OCc3ccccc3)c2)CC1
→ 3, -8, -10, 13, -2, 9, -1, 0
6	OC(COc1cccc2ccccc12)CN1CCN(c2ccc(Cl)cc2)CC1 (stereo unspecified)
→ -8, 5, -1, 5, -1, 5, -3, 2
7	C[C@H](CO)N1C[C@H](C)[C@@H](CN(C)C(=O)N[C@H](C)c2ccccc2)OCc2ccccc2-c2c(n(C)c3ccccc23)C1=O
→ -7, 11, 7, -1, 5, 1, -5, 18
8	COc1ccc(CCN2C(=O)C3C(C2=O)C2C=CC3C23CC3)cc1OC (stereo unspecified)
→ 4, -32, -21, -8, -2, -2, -4, 0
9	N#Cc1ccc(-c2ccc3c(c2)[C@@H]2[C@@H](CCN2S(=O)(=O)c2cccc(F)c2)[C@H](CO)N3)cc1
→ -44, -26, 5, 31*, 0, -19, 0, 1
10	CCOC(=O)c1sc(NC(=O)/C=C/c2cnn(C)c2C)c(C(=O)OC(C)C)c1C
→ 7, ., ., ., -1, -12, 4, 6
11	COCC(=O)Nc1ccc2c(c1)[C@@H]1C[C@@H](CC(=O)N3CCc4ccccc4C3)O[C@H](CO)[C@@H]1O2
→ 2, -9, ., ., -1, 4, 2, 11
12	Cc1ccc(F)cc1NCC(=O)Nc1ccc(Br)cc1
→ -19, -39, -24, ., ., 3, 6, .
13	Cc1ccc(-c2ccccc2)n1-c1cccc(C(=O)O)c1
→ -38, 43, -4, -2, 3, ., ., -15
14	CCOc1ccc(C(C)=O)cc1COc1ccc(-c2nnco2)cc1
→ ., -14, -11, 4, -1, ., -8, -2
15	CCCN1[C@H](C(=O)NC2CCCC2)[C@@H](CO)[C@@H]2Cn3c(ccc(-c4cccnc4)c3=O)[C@@H]21
→ -16, 8, ., ., -1, -2, ., 1

The last three compounds of the section above are carried over, then new ones follow:
Results follow in this order: EWS-Fli block, LGR2 antag, PAX8 reporter, FN deposit inh, ERAP1 HTS inh, PGC1a acetyl inh, PglD DTNB, S100A4 inh HTS
13	Cc1ccc(-c2ccccc2)n1-c1cccc(C(=O)O)c1
→ -38, 43, -4, -2, 3, ., ., -15
14	CCOc1ccc(C(C)=O)cc1COc1ccc(-c2nnco2)cc1
→ ., -14, -11, 4, -1, ., -8, -2
15	CCCN1[C@H](C(=O)NC2CCCC2)[C@@H](CO)[C@@H]2Cn3c(ccc(-c4cccnc4)c3=O)[C@@H]21
→ -16, 8, ., ., -1, -2, ., 1
16	Cc1cc(C)n(-c2n[nH]c(=O)c3ccccc23)n1
→ -2, -4, 1, -19, -4, 5, -1, 6
17	CCOC(=O)CCN(c1ccccc1)S(=O)(=O)c1ccc(-c2ccc(=O)[nH]n2)s1
→ 9, 14, 6, 0, 3, ., 4, -4
18	O=C(CNC(=O)c1ccco1)OCc1ccccc1Cl
→ 6, -23, ., -4, 2, -5, -7, -3
19	N#Cc1ccc(Oc2ccc(S(=O)(=O)N3CCOCC3)cn2)cc1
→ -4, -2, 1, 2, 0, ., ., 15
20	C[C@H]1[C@H](c2ccccc2)Oc2ccc(Cl)cc2S(=O)(=O)N1C[C@@H]1CCCN1C(=O)OC(C)(C)C
→ 7, 15, 11, -8, ., ., ., 2
21	Cc1ccc(CCNC(=O)CN(C)S(=O)(=O)c2ccc3c(c2)c(=O)n(C)c(=O)n3C)cc1
→ -2, -5, 8, 4, 2, 0, ., 0
22	COc1ccc(OCCCC(=O)Nc2cc(S(=O)(=O)N3CCCCC3)ccc2C)cc1
→ 12, -2, 13, 0, -2, -7, -2, -7
23	O=C(N/N=C/c1coc2ccccc2c1=O)c1cc(O)cc(O)c1
→ 1, -13, -1, -4, -1, 1, ., -4
24	C=CCc1cccc(/C=N/NC(=O)C(=O)Nc2ccc(C)cc2)c1O
→ 4, -18, -5, 8, -1, -8, ., 6
25	CN(Cc1nccn1C)C(=O)CCc1nnc(CCC2CCCCC2)o1
→ -22, 4, -3, -3, -2, ., ., 0
26	Cc1cc(C(=O)Nc2cccc3c2O[C@@H](CN(C)S(=O)(=O)c2ccc(F)cc2)[C@@H](C)CN([C@H](C)CO)C3=O)n(C)n1
→ -6, -20, ., ., -1, 5, -2, -7
27	c1cnc(NC2CCCCCC2)nc1
→ 4, -5, ., ., -3, 3, -9, 0
28	C[C@H]1CN([C@@H](C)CO)C(=O)c2cccc(NC(=O)Nc3ccc(C(F)(F)F)cc3)c2O[C@H]1CN(C)S(=O)(=O)c1cn(C)cn1
→ -87, -3, ., -2, 1, -2, -3, -22
29	C=CCc1cccc2cc(C(=O)N3CCN(c4ccccn4)CC3)c(=O)oc12
→ -2, -21, 2, 1, 3, -1, ., -2
30	Cc1nc2ccccc2cc1C(=O)N(C)Cc1ccccc1
→ 7, -6, 21, 5, 1, -12, -1, -3
31	O=C(CS(=O)(=O)c1ccc(Cl)cc1)NCCS(=O)(=O)c1ccc(Cl)cc1
→ 1, 11, 4, 1, 0, -2, -6, 1
32	CC1=Nc2ccccc2N=C(NC(=O)/C=C/C(=O)O)C1c1ccccc1 (stereo unspecified)
→ -16, -17, 2, 7, ., ., ., -3
33	CN(C)CC(=O)Nc1ccc2c(c1)[C@H]1C[C@H](CC(=O)NCc3ccc(-c4ccccc4)cc3)O[C@H](CO)[C@H]1O2
→ 9, 4, 19, 3, 1, -17, -1, -9
34	O=C(Nc1cc(Cl)cc(Cl)c1)C1CCCC1
→ 8, 18, -2, 2, 3, -10, 3, -1
35	O=C(COC(=O)CCCN1C(=O)c2cccc3cccc(c23)C1=O)Nc1cccc(Br)c1
→ -7, -1, 1, 6, 2, ., ., -3
36	COc1ccc(NC(=O)N(C)C[C@H]2Oc3c(NC(=O)Nc4ccc(F)cc4)cccc3C(=O)N([C@H](C)CO)C[C@@H]2C)cc1
→ -2, -8, ., ., 3, -2, 5, -1
37	O=C(Nc1ccc(C(F)(F)F)cc1)N[C@H]1CC[C@@H](CCNC(=O)c2ccccc2F)O[C@@H]1CO
→ -11, 19, 15, ., -1, -8, -2, -1
38	CN1c2ccc(Br)cc2[C@H]2[C@H](CCN2C(=O)C2CCCCC2)[C@H]1CO
→ -1, 2, -23, -3, 0, 24, -1, 9
39	CCC(Sc1nc2c(cnn2-c2ccc(Cl)cc2)c(=O)[nH]1)C(=O)OC (stereo unspecified)
→ 8, 0, -1, -3, 0, ., -2, 0
40	COc1ccc(N/C(N)=N/c2nc(C)cc(C)n2)cc1
→ -4, -27, 6, 0, 2, 3, 5, 9
41	Cc1nn(C)c(N)c1-c1ccccc1
→ -4, 16, -4, -6, 1, 11, 2, -18
42	CNC[C@H]1Oc2c(NC(=O)C3CCOCC3)cccc2C(=O)N([C@@H](C)CO)C[C@@H]1C
→ 6, -25, -1, 0, 0, 0, 2, 5
43	Cc1cc(C)cc(NC(=O)CCn2c(=S)[nH]c3ccccc3c2=O)c1
→ -5, 10, -11, -14, -5, -4, 6, 17
44	COc1cc(/C=C(\C#N)C(=O)c2c(C)[nH]c3ccccc23)cc(OC)c1OC
→ 5, 0, 29, 4, -3, ., ., -4
45	O=S(=O)(c1ccc(Cl)c(C(F)(F)F)c1)N1CCN(c2ccccn2)CC1
→ 1, 14, 18, -12, -2, -5, ., -11
46	COc1ccc(-c2coc3cc(O)ccc3c2=O)cc1
→ -69, -31, -175, 0, 1, 6, -2, 11
47	O=C1CN(C(=O)COC(=O)CCC(=O)c2ccc(F)cc2)c2ccccc2N1
→ -1, 5, 5, 1, -2, 5, 9, 0
48	Cc1ccc(/C=C2\SC(=S)N(CCCC(=O)Nc3ccccc3C(=O)O)C2=O)cc1
→ 35, 16, 12, ., 2, ., -3, 4
49	CCOC(=O)c1ccc(-c2ccc3ncnc(N(C)Cc4sccc4C)c3c2)o1
→ -20, -31, -21, 2, 0, -19, 0, -2
50	CC(=O)c1cccc(-c2ccc3c(c2)C(C)(Cc2ccccc2C#N)C(=O)N3)c1 (stereo unspecified)
→ -11, -8, 13, -1, -1, ., -1, -4
51	NNC(=O)CNS(=O)(=O)c1ccc([N+](=O)[O-])cc1
→ -2, 19, -3, -9, 7, -6, ., -1
52	Cc1ccc(-n2nc3c(=O)n(CCCC(=O)NCc4ccccc4C)nc(C)c3c2C)cc1
→ 12, -5, 45, 5, -1, -14, 7, -8
53	CC(CCc1ccccc1)NC(=O)c1ccc2nc(N3CCOCC3)sc2c1 (stereo unspecified)
→ -3, 41, -6, -3, 1, ., 4, -5
54	Cc1noc(C)c1S(=O)(=O)N(C)C[C@H]1OCc2ccccc2-c2c(n(C)c3ccccc23)C(=O)N([C@H](C)CO)C[C@@H]1C
→ 7, 16, -1, 1, 0, 5, 1, 6
55	CC(=O)c1c(C)[nH]c(C(=O)Nc2ccccc2Cl)c1C
→ -19, -44, -22, -3, -2, ., 1, -1
56	CNC[C@H]1Oc2cc(C#CC(C)C)ccc2S(=O)(=O)N([C@@H](C)CO)C[C@H]1C
→ -11, 7, -1, ., 4, -4, -1, -19
57	CN1c2ccccc2-c2nc3ccccc3n2C1c1ccco1 (stereo unspecified)
→ ., ., -2, 6, ., -7, 8, .
58	COc1cc(OC)cc(C(=O)NNC(=O)C(=O)Nc2cc(OC)c(Cl)cc2OC)c1
→ ., 10, -4, -3, 2, 4, -8, -5
59	COCCNc1nc(NCCCN2CCCC2=O)c2sc(-c3ccccc3)cc2n1
→ 5, 2, 35, 4, -2, ., 15, -5
60	Cc1ccccc1S(=O)(=O)N1C[C@H](O)COC[C@@H]2O[C@@H](CC(=O)N3CCCCC3)CC[C@H]21
→ -7, -24, 0, 0, 3, 1, -2, 12
61	O=S(=O)(N[C@@H]1CC[C@H](CCn2cc(C3(O)CCCC3)nn2)O[C@H]1CO)c1ccc(F)cc1
→ 3, 2, 0, ., 0, 7, -1, -2
62	O=C(O)CCC(=O)Nc1ccc(C(=O)OCC(=O)c2ccc(Cl)cc2Cl)cc1
→ 2, -11, 9, 9, 0, -2, ., 1
63	Cc1cc(C(=O)N/N=C/c2cc(Br)cc(Br)c2OC(=O)c2cccc(F)c2)n[nH]1
→ 12, 34, 13, -15, 3, 6, ., -5
